High-throughput results: PubChem, National Center for Advancing Translational Sciences (NCATS)
TbPYK inhibitor: T. brucei pyruvate kinase inhibition. AID 624173. TbPYK enzyme, Kinase-Glo Plus ATP luminescence, 45 min. Potency, µM (top dose mostly 76.8 µM), inactives show at the top dose activity, negative = inhibition, actives largely listed as inhibitors. 410,000 compounds, 0.12% hits; further: potency means the concentration at half of the fitted maximal effect; on the % scale 0 is the no-effect control and ±100 the full control effect; nearly all actives have a fitted effect of over 50% in size
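In this concentration-response screen, enzyme-free wells defined baseline while DMSO plates tracked drift. Each reaction combined TbPYK, substrate, compound and 130 uM ADP for 45 min at room temperature. Kinase-Glo Plus luminescence gave the signal.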
LmPK inhibitor: blocks Leishmania mexicana pyruvate kinase activity; Potency, µM (highest dose often 57.5 µM), without a hit: at the highest dose activity change, negative = inhibition, actives largely listed as inhibitors; AID 1721; purified LmPK, Kinase-Glo ATP luminescence, 1 h; 290,000 compounds, 0.37% hits; Q27686; further: potency means the concentration at half of the fitted maximal effect; on the % scale 0 is the no-effect control and ±100 the full control effect
Target sequence (Q27686 whole entry, looked up): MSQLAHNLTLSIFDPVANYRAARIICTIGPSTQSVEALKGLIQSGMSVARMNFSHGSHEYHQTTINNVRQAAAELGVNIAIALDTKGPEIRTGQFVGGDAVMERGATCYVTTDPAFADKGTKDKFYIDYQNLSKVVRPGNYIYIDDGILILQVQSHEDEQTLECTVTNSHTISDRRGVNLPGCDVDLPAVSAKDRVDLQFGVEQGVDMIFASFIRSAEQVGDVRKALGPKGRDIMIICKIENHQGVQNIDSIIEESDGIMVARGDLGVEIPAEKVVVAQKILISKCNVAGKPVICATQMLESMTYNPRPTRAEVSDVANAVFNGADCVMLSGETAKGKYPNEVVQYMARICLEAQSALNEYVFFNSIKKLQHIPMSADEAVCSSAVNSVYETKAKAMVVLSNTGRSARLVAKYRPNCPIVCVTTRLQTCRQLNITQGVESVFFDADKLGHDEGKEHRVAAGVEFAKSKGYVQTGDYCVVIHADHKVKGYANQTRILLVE
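Purified LmPK (0.1 nM) converted ADP (0.1 mM) to ATP with PEP (0.5 mM) in imidazole buffer pH 7.2 with KCl and MgCl2, 1 h at room temperature. ATP was read by Kinase-Glo luminescence; data normalized to uninhibited and no-enzyme controls.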
AMA1 RON2 block: AMA1-RON2 (P. falciparum) interaction inhibition | Potency, µM (highest dose often 58.2 µM), without a hit: at the highest dose activity change, negative = inhibition, most hits filed as inhibitors | 360,000 compounds, 0.2% hits | AlphaScreen AMA1-biotinylated RON2 peptide binding;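 further: potency means the concentration at half of the fitted maximal effect; 0% = vehicle wells and -100% = peptide control; nearly all actives have a fitted effect of over 45% in size; some results filed as inactive show a strong effect at the top dose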
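AMA1 (3D7) with his tag at 25 nM final met compounds first, then biotinylated RON2 peptide at 25 nM; detection used donor plus acceptor beads, 10 µg/mL apiece, read by AlphaScreen after 30 min at room temperature.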
Cycloheximide cs: counter-screen for Shiga toxin inhibitors: cycloheximide protein synthesis inhibition; 300,000 compounds, 12% hits; AID 2314; max response, %; cell reporter, cycloheximide protein synthesis inhibition counterscreen; in the data active means max response mostly above about 13%, no sharp cut-off; inactive means mostly below about 14%; further: read at 38.3 µM for the half of the compounds with a filed dose; 0% is about no effect
Shiga toxin inh: blocks Shiga toxin action in Vero cells. 290,000 compounds, 9.2% hits. AID 2315. inhibition, % at 38.7 µM. Vero cells, Shiga toxin protein synthesis inhibition reporter; in the data active means inhibition mostly above about 28%, no sharp cut-off; inactive means mostly below about 43%; further: 0% is about no effect
Pf growth 48h: inhibits P. falciparum growth in the first generation, 48 h; P. falciparum luciferase growth in erythrocytes, 48 h; Potency, µM (series often up to 28.7 µM), without a hit: top-dose activity change, negative = inhibition, actives largely listed as inhibitors; 310,000 compounds, 5.9% hits; further: potency means the concentration at half of the fitted maximal effect; on the % scale 0 is the no-effect control and ±100 the full control effect
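Growth was read as firefly luciferase luminescence after a 48 h, 37 C, 5% CO2 exposure of compounds to reporter-bearing P. falciparum cultures (0.1% parasitemia, 2% hematocrit final) in Albumax-supplemented RPMI 1640.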
Pf growth 96h: P. falciparum growth inhibition at 96 hours; P. falciparum luciferase reporter growth, 96 h; Potency, µM (titrated, usually from 28.7 µM), inactives show at the top dose activity change, negative = inhibition, hits mostly inhibitors; 320,000 compounds, 6.9% hits; further: potency means the concentration at half of the fitted maximal effect; on the % scale 0 is the no-effect control and ±100 the full control effect
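Erythrocytes infected with luciferase-expressing P. falciparum were dispensed at 2% hematocrit and 0.05% parasitemia (final), then incubated with compounds 96 hours at 37 C in 5% CO2. Luminescence after detection reagent addition reported growth.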
Numbers without * were called inactive; ? = inconclusive; . = no result given; [ ] = remark or other dose. Unless noted, the call rests on the fitted dose curve; in most records, active means well fitted curve in the direction sought with a large enough effect; inconclusive means small, poorly fitted or top-dose-only effect, or another doubt; inactive means no such curve, though single readings can be large; an effect the other way counts as inactive or inconclusive.

SMILES	TbPYK inhibitor	LmPK inhibitor	AMA1 RON2 block	Cycloheximide cs	Shiga toxin inh	Pf growth 48h	Pf growth 96h
CCN(CC)CCN(Cc1cc2cc3c(cc2[nH]c1=O)OCCO3)C(=S)NCCCN(C)C	-16%	9%	7%	-4	.	-4%	1%
CCOc1cc(C2C(C(=O)c3ccco3)=C(O)C(=O)N2Cc2ccccc2)ccc1O (configuration not stated)	-5%	0%	-7%	5	-8	27%	11%
O=C(c1ccc(-n2ccnc2)cc1)N1CCCC(CO)(Cc2cccc(Cl)c2)C1 (configuration not stated)	7%	3%	10%	-4	-5	?	16%
O=C(Cn1cncn1)NCc1cc(F)ccc1F	2%	8%	0%	1	-6	27%	?
O=C1CC(c2cccs2)Sc2nc3ccccc3n21 (configuration not stated)	-11%	-15%	-2%	45*	106*	185%[activator]	.
COc1ccc(N2CCN(c3nc4ccccc4nc3NS(=O)(=O)c3ccccc3)CC2)cc1	-16%	8%	-21%	-4	-20	6%	.
CC(=O)N1CCC2(CC1)C(C#N)=C(N)Oc1n[nH]c(CSc3ccc(C)cc3)c12	-7%	-1%	10%	0	6	32%[activator]	6.6µM*
CS(=O)(=O)c1sc2nc(-c3ccccc3)cc(-c3ccccc3)c2c1N	-15%	5%	-7%	-3	-3	4.7µM*	.
CCC(=O)N1CCc2cc(S(=O)(=O)CCC(=O)Nc3ccc(C)c(F)c3)ccc21	-7%	9%	-9%	-1	-6	-15%	-23%
O=[N+]([O-])c1ccccc1OCCCNCc1ccccc1	21%	-4%	7%	-2	-11	4%	72%[activator]

A run of entries from the list above:
SMILES	TbPYK inhibitor	LmPK inhibitor	AMA1 RON2 block	Cycloheximide cs	Shiga toxin inh	Pf growth 48h	Pf growth 96h
COc1ccc(N2CCN(c3nc4ccccc4nc3NS(=O)(=O)c3ccccc3)CC2)cc1	-16%	8%	-21%	-4	-20	6%	.
CC(=O)N1CCC2(CC1)C(C#N)=C(N)Oc1n[nH]c(CSc3ccc(C)cc3)c12	-7%	-1%	10%	0	6	32%[activator]	6.6µM*
CS(=O)(=O)c1sc2nc(-c3ccccc3)cc(-c3ccccc3)c2c1N	-15%	5%	-7%	-3	-3	4.7µM*	.
CCC(=O)N1CCc2cc(S(=O)(=O)CCC(=O)Nc3ccc(C)c(F)c3)ccc21	-7%	9%	-9%	-1	-6	-15%	-23%

(cont.)
SMILES	TbPYK inhibitor	LmPK inhibitor	AMA1 RON2 block	Cycloheximide cs	Shiga toxin inh	Pf growth 48h	Pf growth 96h
Cc1cc(C)c(S(=O)(=O)N(C2=NCCS2)S(=O)(=O)c2c(C)cc(C)cc2C)c(C)c1	0%	7%	3%	-2	3	15µM*	?
Cc1ccc(S(=O)(=O)O)cc1C	-4%	.	.	.	.	-3%	18%
C=C(C)C(=O)Nc1cccc(C2=NOC3(C2)C[C@H](C(N)=O)N(C(=O)CC)C3)c1 (some centres not stated)	-4%	0%	-9%	-1	5	98%[activator]	-12%
COc1ccc(CCC(=O)Nc2nnc(C(C)(C)C)s2)cc1	5%	-7%	-2%	-3	14	19%	?
O=C(CCC1CCCN(C(=O)c2ccc3c(c2)OCCO3)C1)NCc1ccccc1F (configuration not stated)	-3%	1%	16%	48*	77*	107%[activator]	?
Cc1c(Cl)c([N+](=O)[O-])nn1Cc1ccc(C(=O)N/N=C\c2cccc(Br)c2)o1	8%	3%	-7%	-3	13	9.3µM*	?
Cn1c(=O)[nH]c(=O)c2c1nc(NCc1ccccc1)n2CC(O)c1ccccc1 (configuration not stated)	4%	4%	-2%	-4	-20	0%	?
O=C(CCNS(=O)(=O)c1cccc2nsnc12)Nc1ccc2c(c1)OCCO2	-7%	3%	6%	24*	43	11%	.
CSc1nc(C)cc(OCCNS(=O)(=O)c2cc(C)ccc2C)n1	1%	1%	-3%	-1	-17	-14%	?
Cc1n[nH]c(C)c1CCCOc1ccccc1	3%	-5%	0%	6	-3	.	63%[activator]
CCCn1c(NC(=O)C2CCN(C(=O)c3ccccc3C)CC2)nc2ccccc21	1%	.	68%[activator]	.	.	12µM*	?
O=C(CNC(=O)c1ccccc1)OCC(=O)N1c2ccccc2Sc2ccccc21	8%	4%	-13%	-4	-3	10%	?
COc1ccccc1NC(=O)Nc1ccccc1C(=O)NCCCN1CCOCC1	-3%	8%	22%	5	15	-17%	4%
COc1ccc(C2(CNC(=O)c3cccc([N+](=O)[O-])c3)CCOCC2)cc1OC	-21%	-6%	0%	-2	-10	0%	162%[activator]
CC1CCc2cc(F)cc3c(O)c(C(=O)NCc4ccco4)c(=O)n1c23 (configuration not stated)	1%	0%	46%[activator]	-2	-6	2%	8%
CCc1ccccc1NC(=O)N1CCC(NC(=O)C(Cc2ccccc2)NC(C)=O)CC1 (configuration not stated)	0%	-17%	2%	-2	-10	-15%	1%
Nc1cc(=O)[nH]c(SCC(=O)c2ccc(O)cc2O)n1	0%	1%	22%	-3	-14	40%[activator]	47%[activator]
CC(=O)Nc1sc(C)c(C)c1C(=O)OCC(=O)NCc1ccc(F)cc1	3%	.	-4%	.	.	?	26%

Individual results from the list:
CC(=O)Nc1sc(C)c(C)c1C(=O)OCC(=O)NCc1ccc(F)cc1 – TbPYK inhibitor: 3%
Nc1cc(=O)[nH]c(SCC(=O)c2ccc(O)cc2O)n1 – AMA1 RON2 block: 22%
CCOc1cc(C2C(C(=O)c3ccco3)=C(O)C(=O)N2Cc2ccccc2)ccc1O (configuration not stated) – Cycloheximide cs: 5

Whole records as entered above:
Cc1n[nH]c(C)c1CCCOc1ccccc1 is entered as TbPYK inhibitor = 3%; LmPK inhibitor = -5%; AMA1 RON2 block = 0%; Cycloheximide cs = 6; Shiga toxin inh = -3; Pf growth 48h = .; Pf growth 96h = 63%[activator]
COc1ccc(CCC(=O)Nc2nnc(C(C)(C)C)s2)cc1 is entered as TbPYK inhibitor = 5%; LmPK inhibitor = -7%; AMA1 RON2 block = -2%; Cycloheximide cs = -3; Shiga toxin inh = 14; Pf growth 48h = 19%; Pf growth 96h = ?

Among those listed so far, 3 contain a thiophene ring, fused or not.
SMILES	TbPYK inhibitor	LmPK inhibitor	AMA1 RON2 block	Cycloheximide cs	Shiga toxin inh	Pf growth 48h	Pf growth 96h
O=C1CC(c2cccs2)Sc2nc3ccccc3n21 (configuration not stated)	-11%	-15%	-2%	45*	106*	185%[activator]	.
CS(=O)(=O)c1sc2nc(-c3ccccc3)cc(-c3ccccc3)c2c1N	-15%	5%	-7%	-3	-3	4.7µM*	.
CC(=O)Nc1sc(C)c(C)c1C(=O)OCC(=O)NCc1ccc(F)cc1	3%	.	-4%	.	.	?	26%
